Screening data deposited in PubChem BioAssay by National Center for Advancing Translational Sciences (NCATS).
TSG101-PTAP inh: qHTS Assay for Iinhibitors of HIV-1 Budding by Blocking the Interaction of PTAP/TSG101; Tumor susceptibility gene 101 protein (Homo sapiens), Q99816; Fluorescence polarization, FITC-PTAP peptide / Tsg101 binding; Potency, µM (series often up to 115 µM), inactives show at the top dose activity change, negative = inhibition, usual class: inhibitors; 340,000 tested, under 10 active; AID 493005, 2010; active means well fitted inhibition curve with a large enough effect in the main read-out, with a control signal flat, not every such curve was filed as active; inconclusive means small, poorly fitted or top-dose-only effect, or effect the other way, or a change in a side signal; inactive means no such curve, though single readings can be large or run the other way; further: potency means the concentration at half of the fitted maximal effect; % of control where 0% means no effect
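Fluorescence polarization binding of Tsg101 binding domain (10 uM final) to FITC-labeled PTAP peptide (50 nM final) in HEPES pH 7.5 buffer with NaCl, Tween 20, EDTA, TCEP. Compounds added before peptide; binding 20 min at RT.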
TCR activator: Activators of T cell receptors: qHTS campaign | primary human leukocytes, anti-CD3, IL-2 HTRF, 48 h | Potency, µM (doses to about 9.22 µM), for the others: at the top dose activation of IL-2 secretion, hits mostly activators | 330,000 tested, under 10 active; further: % of control where 0% means no effect
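TCR engagement came from a-CD3 beads alone, with compounds added to primary human leukocytes for 48 hr. Secreted IL-2 bridged europium cryptate- and d2-labelled anti-IL-2 antibodies, giving FRET emission at 665nm after 320nm excitation.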
AT treatment: qHTS Assay for Identifying a Potential Treatment of Ataxia-Telangiectasia | […] A-T fibroblasts, KAP-1 phosphorylation AlphaLISA; neocarzinostatin DNA damage 30 min before lysis | Potency, µM (top dose mostly 57.5 µM), for the others: at the highest dose activation, usual class: activators | 320,000 compounds, 0.19% hits; further: potency means the concentration at half of the fitted maximal effect; % of control where 0% means no effect; nearly all actives have a fitted effect of over 45% in size
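ATM-like activity read as KAP-1 phosphorylation via AlphaLISA donor/acceptor antibody pairs after lysis and 6 hr at 25C. Cells were ATM-null patient fibroblasts ([…], hTERT), dosed 60 min, then exposed to the DSB inducer NCS for 30 min.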
p53 reactivator: qHTS assay for re-activators of p53 using a Luc reporter; AID 504706, 2011; 320,000 compounds, 0.063% hits; H1299 p53-A138V BP100-luciferase reporter, luminescence, 24 h; Potency, µM (top dose mostly 92.2 µM), for inactives: top-dose activity change, positive = activation, actives largely listed as activators; further: potency means the concentration at half of the fitted maximal effect; % of control where 0% means no effect; nearly all actives have a fitted effect of over 45% in size
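p53-null H1299 cells stably carrying temperature-sensitive p53-A138V and a BP100-luciferase reporter were pinned with compounds (4-point, 1:5 series) and held 24 hrs at 37 deg C. Luminescence was read 10 min after detection reagent.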
B2AR arrestin: qHTS assay of beta-arrestin-biased ligands of beta2-adrenergic receptor; AID 492947, 2010; Potency, µM (top dose mostly 46.1 µM), for the others: top-dose activation, hits mostly activators; Beta-2 adrenergic receptor (Homo sapiens), P07550; beta-arrestin recruitment to beta2AR, cell-based reporter; 330,000 compounds, 0.02% hits;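 further: potency means the concentration at half of the fitted maximal effect; 0% = DMSO controls and full agonism = EC100 isoproterenol or metaproterenol; nearly all actives have a fitted effect of over 65% in size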
TRPV1 agonist: HTS Assay for Compounds that Act as Agonists of the Vanilloid Receptor 1; TRPV1-expressing cells, Fluo-8 calcium influx, agonist mode; activation, % at 8.33 µM; AID 540275, 2011; 320,000 compounds, 0.19% hits; Transient receptor potential cation channel subfamily V member 1 (Homo sapiens), Q8NER1; in the data active means activation above about 80%; inconclusive means between about 30% and that limit; further: 0% is about no effect
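Fluo-8 calcium influx in TRPV1-expressing cells, kinetic read (ex 480/em 520 nm). Compound added and read 3 min for agonist activity, followed by capsaicin at EC20 final and 2 min further read for enhancement.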
MLL CXXC-DNA inh: qHTS Fluorescence Polarization Assay for Inhibitors of MLL CXXC domain - DNA interaction. Histone-lysine N-methyltransferase 2A (Homo sapiens), Q03164. MLL-CXXC / FITC-HOXA9 DNA fluorescence polarization. Potency, µM (top dose mostly 115 µM), for inactives: top-dose activity change, negative = inhibition, usual class: inhibitors. 290,000 compounds, 0.037% hits. AID 2662, 2010; active means well fitted inhibition curve with a large enough effect in the polarisation, with a control signal flat, not every such curve was filed as active; inconclusive means small, poorly fitted or top-dose-only effect, or effect the other way, or a change in a side signal; inactive means no such curve, though single readings can be large or run the other way; the % refers to the polarisation; further: potency means the concentration at half of the fitted maximal effect
Target sequence (Q03164 whole entry, looked up, the tested form may be a part): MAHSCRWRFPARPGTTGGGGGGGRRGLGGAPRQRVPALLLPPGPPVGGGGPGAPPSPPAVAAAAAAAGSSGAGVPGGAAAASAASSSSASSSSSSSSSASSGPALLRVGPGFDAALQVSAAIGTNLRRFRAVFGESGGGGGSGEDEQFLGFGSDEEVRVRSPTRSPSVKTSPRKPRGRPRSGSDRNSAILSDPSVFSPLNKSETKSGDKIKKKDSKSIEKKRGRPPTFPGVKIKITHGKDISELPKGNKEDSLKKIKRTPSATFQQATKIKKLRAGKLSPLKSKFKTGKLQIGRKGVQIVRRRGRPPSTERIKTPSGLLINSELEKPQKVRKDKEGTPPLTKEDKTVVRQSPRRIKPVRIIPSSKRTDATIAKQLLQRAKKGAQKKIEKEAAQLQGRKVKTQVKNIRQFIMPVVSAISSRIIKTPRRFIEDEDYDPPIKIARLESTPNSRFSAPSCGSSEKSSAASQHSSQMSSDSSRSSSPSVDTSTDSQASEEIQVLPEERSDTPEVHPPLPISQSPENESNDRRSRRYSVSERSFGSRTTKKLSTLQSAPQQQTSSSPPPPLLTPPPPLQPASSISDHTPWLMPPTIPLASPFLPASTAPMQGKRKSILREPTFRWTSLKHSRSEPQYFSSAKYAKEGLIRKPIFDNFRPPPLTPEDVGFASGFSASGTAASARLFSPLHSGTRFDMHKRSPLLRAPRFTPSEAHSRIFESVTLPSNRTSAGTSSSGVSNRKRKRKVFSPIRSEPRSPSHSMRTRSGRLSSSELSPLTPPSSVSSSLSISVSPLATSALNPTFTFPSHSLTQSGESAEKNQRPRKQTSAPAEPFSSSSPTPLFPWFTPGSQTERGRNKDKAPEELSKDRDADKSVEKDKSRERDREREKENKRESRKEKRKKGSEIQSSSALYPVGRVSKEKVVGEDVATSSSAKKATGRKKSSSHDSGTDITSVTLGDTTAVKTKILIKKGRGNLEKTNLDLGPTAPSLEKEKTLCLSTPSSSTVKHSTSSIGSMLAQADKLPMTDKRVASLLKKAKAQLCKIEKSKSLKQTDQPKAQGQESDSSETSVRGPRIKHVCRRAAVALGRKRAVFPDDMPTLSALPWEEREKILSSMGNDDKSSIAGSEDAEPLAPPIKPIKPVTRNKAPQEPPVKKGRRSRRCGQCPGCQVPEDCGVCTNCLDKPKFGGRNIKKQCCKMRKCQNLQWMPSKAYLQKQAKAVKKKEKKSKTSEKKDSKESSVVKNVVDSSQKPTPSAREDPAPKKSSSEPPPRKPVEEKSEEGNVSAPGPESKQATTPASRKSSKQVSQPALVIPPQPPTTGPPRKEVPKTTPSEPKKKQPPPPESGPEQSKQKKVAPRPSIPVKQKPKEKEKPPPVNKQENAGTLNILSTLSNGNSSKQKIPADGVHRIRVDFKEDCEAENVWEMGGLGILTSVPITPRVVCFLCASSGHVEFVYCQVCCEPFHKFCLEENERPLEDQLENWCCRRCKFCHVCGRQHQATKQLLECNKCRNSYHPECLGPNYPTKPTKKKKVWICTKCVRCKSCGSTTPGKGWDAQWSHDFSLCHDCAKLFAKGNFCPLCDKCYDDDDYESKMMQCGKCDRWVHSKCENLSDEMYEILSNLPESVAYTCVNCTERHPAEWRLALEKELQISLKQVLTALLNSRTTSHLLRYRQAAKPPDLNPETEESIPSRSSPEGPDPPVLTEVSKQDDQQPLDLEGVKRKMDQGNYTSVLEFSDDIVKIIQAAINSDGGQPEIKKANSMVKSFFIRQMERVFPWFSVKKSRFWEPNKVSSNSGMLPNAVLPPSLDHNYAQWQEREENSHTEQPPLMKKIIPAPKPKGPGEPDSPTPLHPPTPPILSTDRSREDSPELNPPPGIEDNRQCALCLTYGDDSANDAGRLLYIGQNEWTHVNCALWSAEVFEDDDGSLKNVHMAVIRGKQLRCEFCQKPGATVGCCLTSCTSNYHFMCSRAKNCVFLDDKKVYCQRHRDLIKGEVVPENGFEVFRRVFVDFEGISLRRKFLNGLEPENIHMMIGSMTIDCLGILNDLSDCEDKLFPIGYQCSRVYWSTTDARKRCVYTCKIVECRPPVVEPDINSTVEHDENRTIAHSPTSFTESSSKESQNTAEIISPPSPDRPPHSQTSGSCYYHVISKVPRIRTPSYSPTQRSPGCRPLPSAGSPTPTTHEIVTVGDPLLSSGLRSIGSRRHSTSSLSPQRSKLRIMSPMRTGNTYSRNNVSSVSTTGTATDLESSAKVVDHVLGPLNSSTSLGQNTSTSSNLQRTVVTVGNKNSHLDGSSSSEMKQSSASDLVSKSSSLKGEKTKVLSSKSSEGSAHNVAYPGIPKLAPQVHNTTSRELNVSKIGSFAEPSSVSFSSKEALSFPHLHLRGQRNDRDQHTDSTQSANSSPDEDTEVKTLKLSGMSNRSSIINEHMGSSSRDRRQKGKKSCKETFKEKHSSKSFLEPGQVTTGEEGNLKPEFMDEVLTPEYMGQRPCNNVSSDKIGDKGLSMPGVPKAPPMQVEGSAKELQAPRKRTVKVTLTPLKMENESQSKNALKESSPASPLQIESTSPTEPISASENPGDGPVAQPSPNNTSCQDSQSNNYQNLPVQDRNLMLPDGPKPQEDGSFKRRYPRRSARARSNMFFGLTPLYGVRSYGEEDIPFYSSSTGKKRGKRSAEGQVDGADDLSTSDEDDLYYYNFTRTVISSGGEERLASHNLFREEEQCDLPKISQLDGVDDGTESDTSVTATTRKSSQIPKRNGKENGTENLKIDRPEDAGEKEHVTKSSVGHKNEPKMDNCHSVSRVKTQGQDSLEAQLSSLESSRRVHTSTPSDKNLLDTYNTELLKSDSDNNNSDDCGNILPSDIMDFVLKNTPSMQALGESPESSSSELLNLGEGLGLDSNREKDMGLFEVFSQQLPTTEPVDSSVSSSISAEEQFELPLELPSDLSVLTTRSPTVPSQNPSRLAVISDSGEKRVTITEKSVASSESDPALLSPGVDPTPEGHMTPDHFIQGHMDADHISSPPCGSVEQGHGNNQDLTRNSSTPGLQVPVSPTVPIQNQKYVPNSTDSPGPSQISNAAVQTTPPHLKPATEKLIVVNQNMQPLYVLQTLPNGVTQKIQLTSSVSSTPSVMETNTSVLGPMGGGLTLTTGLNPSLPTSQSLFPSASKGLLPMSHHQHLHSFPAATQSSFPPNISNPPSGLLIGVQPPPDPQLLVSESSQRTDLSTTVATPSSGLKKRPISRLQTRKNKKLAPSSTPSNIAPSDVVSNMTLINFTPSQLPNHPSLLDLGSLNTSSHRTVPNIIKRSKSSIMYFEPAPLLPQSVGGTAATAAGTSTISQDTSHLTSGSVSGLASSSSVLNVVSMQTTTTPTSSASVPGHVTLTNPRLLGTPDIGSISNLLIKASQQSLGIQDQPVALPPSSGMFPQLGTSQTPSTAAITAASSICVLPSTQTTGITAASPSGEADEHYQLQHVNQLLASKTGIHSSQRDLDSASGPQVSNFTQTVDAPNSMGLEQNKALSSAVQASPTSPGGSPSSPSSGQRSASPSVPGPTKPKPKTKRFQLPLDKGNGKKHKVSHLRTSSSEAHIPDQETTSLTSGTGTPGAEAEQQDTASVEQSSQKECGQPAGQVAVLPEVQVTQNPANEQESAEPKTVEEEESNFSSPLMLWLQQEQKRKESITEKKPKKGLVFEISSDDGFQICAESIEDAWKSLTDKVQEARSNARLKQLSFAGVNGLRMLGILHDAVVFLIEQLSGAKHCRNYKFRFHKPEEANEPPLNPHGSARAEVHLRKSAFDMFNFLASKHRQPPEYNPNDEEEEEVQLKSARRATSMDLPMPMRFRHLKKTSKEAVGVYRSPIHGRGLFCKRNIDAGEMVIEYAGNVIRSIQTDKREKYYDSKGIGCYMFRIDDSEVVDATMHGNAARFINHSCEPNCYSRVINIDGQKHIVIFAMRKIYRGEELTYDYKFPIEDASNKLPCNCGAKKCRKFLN
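Purified MLL-CXXC (added from a 7 uM solution) was preincubated 5 min at ambient with pinned compounds in 50 mM Tris-HCl pH 7.5, 50 mM NaCl, 1 mM DTT, 0.05% BSA. Fluorescein-labeled HOX-A9 DNA (50 nM solution) followed, 30 min, then polarization read.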
ELG1 DNA repair: qHTS screen for small molecules that inhibit ELG1-dependent DNA repair in human embryonic kidney (HEK293T) cells expressing luciferase-tagged ELG1. HEK293T ELG1-luciferase reporter, luminescence, 16 h; DNA damage induced by 5-fluorouridine. Potency, µM (titrated, usually from 46.1 µM), without a hit: at the highest dose activity change, negative = inhibition, usual class: inhibitors. 330,000 compounds, 2.3% hits; further: potency means the concentration at half of the fitted maximal effect; on the % scale 0 is the no-effect control and ±100 the full control effect; nearly all actives have a fitted effect of over 55% in size
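DMSO vehicle served as the neutral condition. Each well held 2,000 cells given 5-fluorouridine plus compound; after 16 hr at 37 °C/5% CO2, ONE-Glo was added and luciferase measured 30 min later.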
Integrin act MD: qHTS for Activators of Integrin-Mediated Alleviation for Muscular Dystrophy; alpha7betagal myoblasts, beta-gal FDG fluorescence, 48 h; Potency, µM (series often up to 38.3 µM), for the others: top-dose activation, usual class: activators; 350,000 compounds, 0.064% hits; AID 624291, 2012;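 further: potency means the concentration at half of the fitted maximal effect; 100% = response of the positive control SU9516; nearly all actives have a fitted effect of over 60% in size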
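alpha7betagal+/- myoblasts (passage 13, 250/well) treated 48 h at 37C with compounds at 1:260 dilution of DMSO stock. Lysed, then beta-galactosidase activity read as FDG fluorescence (ex 480/em 540) after 30 min, with pre-read for autofluorescence.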
BRCA1 expr act: qHTS Assay to Identify Small Molecule Activators of BRCA1 Expression; Potency, µM (titrated, usually from 46.1 µM), inactives show at the top dose activation, usual class: activators; MCF7-BRCA1-FFLuc reporter, luminescence, 48 h; response scale: scaled: vehicle 0%, 10 µM genistein 100%; 380,000 compounds, 1.1% hits; further: potency means the concentration at half of the fitted maximal effect; nearly all actives have a fitted effect of over 80% in size; some results filed as inactive show a strong effect at the top dose
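Compounds are tested at multiple concentrations on MCF7 BRCA1-luciferase reporter cells seeded at 2000 per well; after 48 h, a single luminescence end-point is taken and curves fitted to the normalized data.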
Starred values were filed as active, the others as inactive; ? = inconclusive; nt = not tested or not shown; [ ] = dose if it differs, or a comment. Unless noted, the call rests on the fitted dose curve; in most records, active means well fitted curve in the direction sought with a large enough effect; inconclusive means small, poorly fitted or top-dose-only effect, or another doubt; inactive means no such curve, though single readings can be large; an effect the other way counts as inactive or inconclusive.

Start of the data: the first four compounds, to show the layout:
Results follow in this order: TRPV1 agonist, AT treatment, p53 reactivator, TSG101-PTAP inh, B2AR arrestin, ELG1 DNA repair, BRCA1 expr act, Integrin act MD, TCR activator, MLL CXXC-DNA inh
Cc1ccc(C)c(SCC(=O)NNC(=O)c2csc(N3CCOCC3)n2)c1
 : -2.4, -0.9%, -11.2%, -0.1%, -0.9%, -10.5%, -4.2%, -11.1%, -0.9%, -4.4%
Cc1nc(NC2=NCN(Cc3ccccc3)CN2)nc2ccccc12
 : -2.4, -0.9%, 3.1%, nt, -0.2%, 2.6%, nt, nt, nt, -11.7%
OC(CNCc1ccccc1)Cn1ccc2ccccc21 (stereo not given)
 : 1.1, 0.9%, -11.6%, -8.0%, -1.3%, -7.0%, 14.6%, -24.0%, -7.2%[46.1 µM], 0.0%
CC(=O)c1cccc(NC(=O)c2cc(=O)[nH]c3ccc(S(=O)(=O)N4CCOCC4)cc23)c1
 : nt, 8.2%, -8.8%, -2.5%, 0.0%, -12.8%, 0.4%, 13.7%, 7.2%, nt

The listing, previewed entries included:
Results follow in this order: TRPV1 agonist, AT treatment, p53 reactivator, TSG101-PTAP inh, B2AR arrestin, ELG1 DNA repair, BRCA1 expr act, Integrin act MD, TCR activator, MLL CXXC-DNA inh
Cc1ccc(C)c(SCC(=O)NNC(=O)c2csc(N3CCOCC3)n2)c1
 : -2.4, -0.9%, -11.2%, -0.1%, -0.9%, -10.5%, -4.2%, -11.1%, -0.9%, -4.4%
Cc1nc(NC2=NCN(Cc3ccccc3)CN2)nc2ccccc12
 : -2.4, -0.9%, 3.1%, nt, -0.2%, 2.6%, nt, nt, nt, -11.7%
OC(CNCc1ccccc1)Cn1ccc2ccccc21 (stereo not given)
 : 1.1, 0.9%, -11.6%, -8.0%, -1.3%, -7.0%, 14.6%, -24.0%, -7.2%[46.1 µM], 0.0%
CC(=O)c1cccc(NC(=O)c2cc(=O)[nH]c3ccc(S(=O)(=O)N4CCOCC4)cc23)c1
 : nt, 8.2%, -8.8%, -2.5%, 0.0%, -12.8%, 0.4%, 13.7%, 7.2%, nt
COc1ccc(S(=O)(=O)N2CCN(C(=O)CN3C(=O)NC(C)(c4ccc5ccccc5c4)C3=O)CC2)cc1 (stereo not given)
 : 2.2, -0.2%, -3.9%, 3.4%, -0.3%, ?, -31.3%, 2.4%, -2.5%, nt
CCOc1ccc2nc(C)cc(Nc3ccc4c(c3)OCCO4)c2c1
 : -5.1, 2.0%, 2.4%, -2.7%, 6.5%, ?, -82.0%[inhibitor], -50.3%[inhibitor], 4.3%, -6.2%
C=CCNC(=O)c1ccc(C(=O)c2ccccc2)cc1
 : ?, 0.7%, 3.5%, -3.6%, -0.6%, ?, 15.9%, 8.2%, 0.5%, 2.8%
CC1(NC(=O)c2cc(Cl)nc3ccccc23)CCS(=O)(=O)C1 (stereo not given)
 : 0.0, 3.7%, -0.4%, -5.6%, -0.2%, 8.2%, -11.0%, -21.5%, 7.4%, nt
C[N+](C)(C)CCCN1C(=O)CCCC1=O
 : -3.0, 25.3%, 6.6%, -7.9%, 0.1%, -3.6%, -0.4%, 42.6%, -1.7%, -1.9%
O=[N+]([O-])c1ccc(OCc2cccc(COc3ccc([N+](=O)[O-])cc3)n2)cc1
 : -0.5, 0.9%, 3.7%, -1.2%, -2.9%, 4.7%, -0.6%, -32.4%, -8.8%[46.1 µM], 10.5%
O=C(/C=C/Nc1ccc(F)cc1)c1ccco1
 : 14.8, 6.7%, 44.7µM*, 0.5%, -0.8%, ?, -27.1%, 17.6%, 1.1%, 0.9%
CCc1cc2ccccc2nc1SCC(=O)NC1CCCC1
 : 26.7, 0.2%, -2.5%, -6.7%, -1.1%, -16.9%, -34.6%, 2.3%, -4.9%, 3.7%
Cc1ccccc1Nc1nc(N)nc(CSc2nncn2C)n1
 : -1.2, 4.2%, 6.7%, -1.7%, 0.1%, ?, 30.3%, 1.1%, 5.2%, -5.6%
O=Cc1cc(OCc2ccccc2)ccc1[B-](F)(F)F
 : nt, nt, nt, -4.6%, nt, nt, -18.2%, -19.5%, -2.1%, nt
CC(C)(O)C#Cc1ccc(C(=O)N2CCN(C(=O)c3ccco3)CC2)cc1
 : 5.6, -7.6%, -15.5%, -5.6%, -0.4%, -3.6%, 0.0%, -1.4%, 0.7%, 1.7%
Brc1cccc(OCCCCn2cncn2)c1
 : 18.0, 9.5%, 19.6%, 3.5%, -4.7%, -5.1%, -4.6%, ?, nt, -6.2%
CCOc1cc(Br)cc(C(c2c(C(=O)O)[nH]c3ccccc23)c2c(C(=O)O)[nH]c3ccccc23)c1O
 : 4.8, 4.5%, nt, -2.5%, -0.3%, ?, -4.5%, -18.9%, 2.5%, -26.0%
COc1ccc(CCC(=O)N2CCN(S(=O)(=O)c3ccc4ccccc4c3)CC2)cc1
 : 0.2, -2.7%, 2.5%, -8.7%, -0.6%, ?, -41.5%, -3.3%, -0.3%, 7.0%
CCNC(=O)CC1SC(=Nc2ccc(C)cc2)N(CC)C1=O (stereo not given)
 : 25.9, 3.8%, -5.1%, -3.2%, -0.2%, -13.9%, 1.2%, -13.8%, 2.0%, 10.9%
CC(C)OC(=O)C1OC1(C)c1ccccc1 (stereo not given)
 : nt, nt, nt, 0.8%, nt, nt, -3.5%, 4.6%, 5.6%, nt
C/C(=C\C(=O)C(F)(F)F)Nc1ccc(C(F)(F)F)cc1
 : 6.0, 2.5%, 13.3%, -2.1%, -0.3%, 10.3%, -1.1%, -14.0%, -1.8%, 7.2%
CCOc1ccccc1NC(=O)N1CCC(NC(=O)C2CCCCC2)CC1
 : 1.4, 9.9%, -4.4%, -3.2%, 0.5%, -6.8%, -4.7%, -17.1%, -0.5%, -1.1%
Cc1ccc(NC(=O)CC2SC(=Nc3ccc(O)cc3)NC2=O)cc1 (stereo not given)
 : 0.1, 1.2%, -3.5%, -1.3%, 0.1%, -10.1%, -13.0%, 2.5%, -16.6%, 14.4%
O=C(c1nc2ccccn2c1CNCC1OCCc2ccccc21)N1CCOCC1 (stereo not given)
 : 1.3, 4.3%, 0.9%, -0.4%, -0.4%, 1.6%, -17.4%, -15.3%, -4.7%, -0.5%
CCOc1ccc(OCCCC(=O)NC2=NCCS2)cc1
 : -1.4, 0.2%, -5.9%, 4.7%, -0.2%, 2.9%, 9.4%, -12.2%, 1.9%, 4.8%

3 entries out of the list above, arranged by the number in TRPV1 agonist, smallest number first:
canonical_smiles,TRPV1 agonist
O=C(c1nc2ccccn2c1CNCC1OCCc2ccccc21)N1CCOCC1 (stereo not given),1.3
CCOc1cc(Br)cc(C(c2c(C(=O)O)[nH]c3ccccc23)c2c(C(=O)O)[nH]c3ccccc23)c1O,4.8
Brc1cccc(OCCCCn2cncn2)c1,18.0
